Cycloheximide cs: Cycloheximide Counterscreen for Small Molecule Inhibitors of Shiga Toxin | AID 2314, 2010 | cell reporter, cycloheximide protein synthesis inhibition counterscreen | 300,000 tested, 12% active | max response, %; in the data active = max response mostly above about 13%, no sharp cut-off; inactive = mostly below about 14%; note: read at 38.3 µM for the half of the compounds with a filed dose; 0% is about no effect
Tb PYK inh: qHTS of Trypanosoma Brucei Inhibitors. Potency, µM (series often up to 76.8 µM), without a hit: at the highest dose activity, negative = inhibition, usual class: inhibitors. pyruvate kinase (Trypanosoma brucei), Q57TT1. TbPYK enzyme, Kinase-Glo Plus ATP luminescence, 45 min. 410,000 tested, 0.12% active; note: potency is the fitted concentration of half-maximal effect; % is set by controls: 0 for no effect and ±100 for the full control effect; nearly all actives have a fitted effect of over 50% in size
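Luminescent Kinase-Glo Plus end-point after 45 min room-temperature reaction of T. brucei pyruvate kinase started with 130 uM ADP (final). Buffer TEA 50 mM pH 7.2 with KCl, MgCl2, BSA, Tween-20; titration-based qHTS with fitted concentration-effect curves.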
AMA1 RON2 block: qHTS for Inhibitors of AMA1-RON; Towards Development of Antimalarial Drug Lead: Primary Screen; Plasmodium falciparum AMA1 (3D7) - RON2 peptide interaction; AlphaScreen AMA1-biotinylated RON2 peptide binding; Potency, µM (series often up to 58.2 µM), without a hit: top-dose activity change, negative = inhibition, most hits filed as inhibitors; 360,000 tested, 0.2% active;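 note: potency is the fitted concentration of half-maximal effect; 0% = vehicle wells and -100% = peptide control; nearly all actives have a fitted effect of over 45% in size; some results filed as inactive show a strong effect at the top dose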
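AMA1 (3D7) with his tag at 25 nM final met compounds first, then biotinylated RON2 peptide at 25 nM; detection used donor plus acceptor beads, 10 µg/mL apiece, read by AlphaScreen after 30 min at room temperature.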
Shiga toxin inh: A qHTS for Small Molecule Inhibitors of Shiga Toxin; Vero cells, Shiga toxin protein synthesis inhibition reporter; inhibition, % at 38.7 µM; 290,000 tested, 9.2% active; AID 2315, 2010; in the data active = inhibition mostly above about 28%, no sharp cut-off; inactive = mostly below about 43%; note: 0% is about no effect
Pf growth 96h: Primary qHTS for delayed death inhibitors of the malarial parasite plastid, 96 hour incubation; P. falciparum luciferase reporter growth, 96 h; Potency, µM (highest dose often 28.7 µM), inactives show at the top dose activity change, negative = inhibition, usual class: inhibitors; 320,000 tested, 6.9% active; note: potency is the fitted concentration of half-maximal effect; % is set by controls: 0 for no effect and ±100 for the full control effect
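P. falciparum expressing integrated firefly luciferase, in erythrocytes at 2% hematocrit, 0.05% parasitemia, incubated with compounds 96 h at 37 C, 5% CO2. Growth inhibition read as loss of luminescence; two-generation exposure targets delayed-death apicoplast inhibitors.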
Pf growth 48h: Primary qHTS for delayed death inhibitors of the malarial parasite plastid, 48 hour incubation. P. falciparum luciferase growth in erythrocytes, 48 h. 310,000 tested, 5.9% active. Potency, µM (doses to about 28.7 µM), for inactives: top-dose activity change, negative = inhibition, hits mostly inhibitors; note: potency is the fitted concentration of half-maximal effect; % is set by controls: 0 for no effect and ±100 for the full control effect
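Luminescence readout; reporter = integrated firefly luciferase in P. falciparum. RBC culture at 2% hematocrit, 0.1% parasitemia final, 37 C/5% CO2; decreased signal taken as growth inhibition.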
LmPK inhibitor: qHTS Assay for Inhibitors of Leishmania Mexicana Pyruvate Kinase (LmPK). Q27686. purified LmPK, Kinase-Glo ATP luminescence, 1 h. Potency, µM (highest dose often 57.5 µM), without a hit: at the highest dose activity change, negative = inhibition, most hits filed as inhibitors. 290,000 tested, 0.37% active; note: potency is the fitted concentration of half-maximal effect; % is set by controls: 0 for no effect and ±100 for the full control effect
Target sequence (Q27686 whole entry, looked up): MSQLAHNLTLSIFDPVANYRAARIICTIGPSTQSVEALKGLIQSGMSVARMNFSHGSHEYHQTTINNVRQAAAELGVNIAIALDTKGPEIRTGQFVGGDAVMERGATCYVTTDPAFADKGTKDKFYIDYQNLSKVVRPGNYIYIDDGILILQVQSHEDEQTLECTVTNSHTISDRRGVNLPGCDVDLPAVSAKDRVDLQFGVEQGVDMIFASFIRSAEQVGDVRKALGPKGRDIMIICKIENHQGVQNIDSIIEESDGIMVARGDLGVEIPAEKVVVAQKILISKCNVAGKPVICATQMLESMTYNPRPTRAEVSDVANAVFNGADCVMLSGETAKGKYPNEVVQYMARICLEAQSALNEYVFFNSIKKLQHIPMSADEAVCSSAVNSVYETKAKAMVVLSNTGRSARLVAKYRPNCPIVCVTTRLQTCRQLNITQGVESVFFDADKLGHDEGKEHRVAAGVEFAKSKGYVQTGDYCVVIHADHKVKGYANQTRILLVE
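Screened at intermediate enzyme activity to detect both inhibitors and activators: LmPK at 0.1 nM, with a 0.5 nM enzyme column as activation reference. PEP 0.5 mM, ADP 0.1 mM; ATP detected by luminescence after 1 h.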
Starred values were filed as active, the others as inactive; u = inconclusive; x = no result given; [ ] = dose if it differs, or a comment. Unless noted, calls come from the whole dose curve; as a rule, active = well fitted curve in the direction sought with a large enough effect; inconclusive = small, poorly fitted or top-dose-only effect, or another doubt; inactive = no such curve, though single readings can be large; an effect the other way counts as inactive or inconclusive.

SMILES	Cycloheximide cs	Tb PYK inh	AMA1 RON2 block	Shiga toxin inh	Pf growth 96h	Pf growth 48h	LmPK inhibitor
COc1ccc(CCNc2cc(C)nc3c(-c4ccc(Cl)cc4)c(C)nn23)cc1OC	-2	0%	0%	-10	10µM*	16%	3%
COc1cc(-c2nc3ccccc3c(=O)n2N)cc(OC)c1OC	-2	4%	3%	-2	u	13%	1%
N#CCCN1CCN(C(CNS(=O)(=O)c2ccc(Cl)cc2)c2ccccc2)CC1 (configuration not stated)	-3	-13%	0%	17	5.2µM*	-18%	1%
Cc1cccc(OCCOCCSc2ncccn2)c1	10*	-7%	7%	41	-28%	19%	6%
CCN(CC(=O)Nc1c(F)cccc1F)C(=O)/C=C/c1ccc(OCC#N)c(OC)c1	x	0%	-4%	x	-10%	u	x
O=C(COC(=O)c1cccnc1Nc1ccccc1F)NCc1ccc2c(c1)OCO2	-4	6%	-6%	-14	14%	x	12%
CCCCNS(=O)(=O)c1ccc(NC(=O)Cc2ccccc2[N+](=O)[O-])cc1	1	-5%	-9%	-1	u	1%	-1%
COCCCN1C(=O)C(O)=C(C(=O)c2ccco2)C1c1ccc(Br)cc1 (configuration not stated)	-2	-6%	-5%	2	u	30%[activator]	0%
CCc1cccc(CC)c1NC(=O)c1ccccc1CCc1ccccc1	-4	4%	-5%	-5	0%	15µM*	3%
Cc1cc(C)nc(-n2nc(C)cc2NC(=O)COC(=O)CCC(=O)c2cccs2)n1	5	-7%	5%	18	u	x	2%
Cc1nc(C(=O)NCCO)cc2c1[nH]c1ccccc12	2	0%	0%	3	6%	2%[0.00184 µM]	0%
COc1ccc(OCCCC(=O)OC(C)C(=O)Nc2ccc(NC(C)=O)cc2)cc1 (configuration not stated)	-4	-1%	-9%	-12	-12%	1%	-9%
CC(C)(C)NC(=O)c1cnn(-c2ccccc2)c1NC(=O)c1ccccc1	1	5%	0%	-7	u	x	-4%
O=C(COC(=O)c1ccc[nH]c1=O)Nc1ccc2c(c1)OC(F)(F)O2	1	-6%	3%	11	7%	39%[activator]	1%
COc1ccc(-n2c(C)c(C)c3c(NCCO)ncnc32)cc1	33*	0%	-14%	59*	16%	22%	-1%
CC(C)(C)CN1CCN(CC#Cc2ccccc2)CC1CCO (configuration not stated)	17*	1%	2%	34	u	14%	-3%
Cc1[nH]c2c(ccc3ccccc32)c1C1C(CCN)C1(C)C (configuration not stated)	-2	-12%	1%	-15	x	10µM*	-2%
O=C(Nc1ccccc1)c1c(F)cccc1F	17	2%	1%	43	x	43%[activator]	-9%
Cc1cccc(-n2c(-c3ccccc3)c[nH]c2=S)c1C	-3	-12%	6%	29	u	u	-21%
S=c1[nH]nc(-c2cccnc2)n1-c1ccc2c(c1)OCCO2	-1	u	8%	11	19%	10%	-29%
C1CCc2c(nc3nnnn3c2NC2CCCC2)C1	-4	-3%	-2%	-19	16%	62%[activator]	1%
Cc1nn(-c2cccc(C(=O)O)c2)c(C)c1[N+](=O)[O-]	4	4%	-6%	-10	-30%	-7%	-2%
O=C(CN1C(=O)c2cccc3cccc1c23)N1CCc2ccccc2C1	6	-15%	25%	-6	3%	-11%	1%
O=C(c1ccco1)N1CCN(C(=O)C2Cc3ccccc3CN2S(=O)(=O)c2ccc(F)cc2)CC1 (configuration not stated)	-3	1%	8%	18	-21%	u	3%
COc1ccccc1N(CC(=O)N/N=C/c1ccc(C(=O)O)cc1)S(=O)(=O)c1ccc(C)cc1	9	-3%	-6%	20	10%	3%	0%

Record cards (already shown). Order of screens: Cycloheximide cs, Tb PYK inh, AMA1 RON2 block, Shiga toxin inh, Pf growth 96h, Pf growth 48h, LmPK inhibitor
`O=C(COC(=O)c1cccnc1Nc1ccccc1F)NCc1ccc2c(c1)OCO2` reads -4, 6%, -6%, -14, 14%, x, 12%
`O=C(c1ccco1)N1CCN(C(=O)C2Cc3ccccc3CN2S(=O)(=O)c2ccc(F)cc2)CC1` (configuration not stated) reads -3, 1%, 8%, 18, -21%, u, 3%
`CCc1cccc(CC)c1NC(=O)c1ccccc1CCc1ccccc1` reads -4, 4%, -5%, -5, 0%, 15µM*, 3%
`C1CCc2c(nc3nnnn3c2NC2CCCC2)C1` reads -4, -3%, -2%, -19, 16%, 62%[activator], 1%
`COc1cc(-c2nc3ccccc3c(=O)n2N)cc(OC)c1OC` reads -2, 4%, 3%, -2, u, 13%, 1%

(more compounds)
SMILES	Cycloheximide cs	Tb PYK inh	AMA1 RON2 block	Shiga toxin inh	Pf growth 96h	Pf growth 48h	LmPK inhibitor
CNC(=O)COc1ccc(S(=O)(=O)Nc2ccc(OC)cc2)cc1	6	-4%	4%	-2	3%	-17%	5%
CC(NC(=O)Cn1cnnn1)C12CC3CC(CC(C3)C1)C2 (configuration not stated)	-6	-12%	17%	17	33%	29%	-2%
NC(=O)CCCn1c(C(=O)c2ccc(Cl)cc2)c2ccc(C(F)(F)F)cc2[n+]1[O-]	x	-2%	-5%	x	u	u	x
Cc1ccccc1CCNC(=O)C1CCC(=O)N(CCc2cccc(F)c2)C1 (configuration not stated)	12	-4%	-14%	10	2%	-18%	-4%
O=C(O)c1cc(-c2ccc3ccccc3c2)nc2ccc(F)cc12	22*	6%	-1%	30*	u	u	0%
COC(=O)c1nn(-c2ccccc2)c(=O)cc1Sc1ccc(Cl)cc1	-4	-2%	8%	-12	2%	263%[activator]	0%
O=C(NCSc1ccncn1)c1ccccc1	-5	1%	11%	-3	30%[activator]	u	0%
O=C(CCn1c(=O)sc2ccccc21)NC1CCCCC1	10	7%	-11%	41	-12%	28%	1%
Cc1cccc(NC(=O)NCCN2C(=O)C3C4C=CC(C4)C3C2=O)c1 (configuration not stated)	17	-4%	-7%	41	12µM*	x	-7%
O=C(CSc1nnc2c(Cl)cc(Cl)cn12)NC1CCS(=O)(=O)C1 (configuration not stated)	7	-15%	-2%	4	2%	x	3%
COc1ccc(CCNC(=O)c2cc(-c3cccs3)on2)cc1OC	2	-3%	-2%	-13	x	u	2%
CN1CCN(CCCCOc2ccc(F)cc2)CC1	8	8%	-4%	26	2%	13%	8%
COc1ccc(CCNC(=O)c2ccc3c(SCC(=O)O)c4c(nc3c2)CCCC4)cc1OC	10	-5%	-9%	-13	25%	u	-2%
Cc1cc(C)cc(OCC(O)Cn2nc(C)cc2C)c1 (configuration not stated)	-4	-1%	1%	-9	54%[activator]	-18%	3%
O=C(O)c1ccccc1/C=N/NC(=O)C1CCCCC1	-1	7%	9%	-4	52%[activator]	97%[activator]	0%
Cc1ccccc1-c1nc2cc(N)ccc2o1	55*	-5%	7%	87*	56%[activator]	134%[activator]	-19%
O=C(CSc1nc2ccccc2c(=O)n1-c1ccc(F)cc1)NC1CC1	x	-10%	12%	x	-26%	u	x
CCN(CC)CCCN1C(=O)C(O)=C(C(=O)c2cc3ccccc3o2)C1c1ccccn1 (configuration not stated)	1	2%	28%	-17	8%	x	14%
Cc1cccc(/C=C/C(=O)c2ccc([N+](=O)[O-])o2)c1	x	0%	-4%	x	-1%	u	x
CC1CCC(NC(=O)c2ccc(NC(=O)c3ccc(=O)[nH]c3)cc2)CC1 (configuration not stated)	11	x	x	19	-19%	66%[activator]	3%
CCOC(=O)c1ccc(NS(=O)(=O)c2c(C)[nH]c(C)c2C(=O)N2CCCCC2)cc1	0	0%	0%	-6	-10%	u	-3%
CCCCN(C(=O)c1c(CC)noc1C)c1c(N)n(CCC)c(=O)[nH]c1=O	x	-1%	18%	x	22%	u	x
CCCOc1ccccc1NC(=O)Nc1ccccc1Cl	-1	-4%	-8%	3	8.3µM*	13%[5.75 µM]	1%
COc1ccccc1CNC(=O)c1oc2ccccc2c1C	-3	0%	5%	-31	u	u	-2%
O=C(NC1CC2CCC1C2)c1ccco1 (configuration not stated)	-4	1%	6%	-7	-11%	u	1%

(further entries)
SMILES	Cycloheximide cs	Tb PYK inh	AMA1 RON2 block	Shiga toxin inh	Pf growth 96h	Pf growth 48h	LmPK inhibitor
COC(=O)c1ccsc1NC(=O)c1ccc(Cl)s1	-4	-3%	7%	-8	-8%	-5%	7%
CCOc1cc(Cl)c(NC(C)=O)cc1OCC	-3	5%	6%	7	14%	-1%	-2%
CN(CCOc1ccccc1)C(=O)c1cc([N+](=O)[O-])cc([N+](=O)[O-])c1	-2	5%	-2%	-2	62%[activator]	u	0%
CN(C(=O)c1c(Cl)nc2sccn12)C1CCCCC1	-1	-3%	3%	5	u	-4%	4%
COC(=O)C(O)(c1ccc(NC(=O)c2ccco2)c(OC)c1)C(F)(F)F (configuration not stated)	4	1%	-8%	26	2%[5.75 µM]	12%	2%
Cc1ccc(N2CCN(Cc3ccccc3)CC2=O)c(C)c1	7	3%	1%	9	u	7%	-7%
COc1ccc(S(=O)(=O)N2CCC(C(=O)NCc3cccnc3)CC2)cc1OC	2	4%	-14%	-10	244%[activator]	-23%	-3%
c1ccc(NC2=NCCN2CCC2CCCC2)cc1	2	-7%	-8%	-4	6%	27%	-5%
COc1ccccc1OCCC(=O)Nc1nc(C)cs1	15*	1%	-1%	24	13%	40%[activator]	-1%
Cc1csc(SCC(=O)Nc2cccc3nsnc23)n1	20*	-1%	83%[activator]	24	u	52%[activator]	-2%
COc1ccc(N2CCN(C(=O)COC(=O)/C=C/c3ccc(C(F)(F)F)cc3)CC2)cc1	x	2%	1%	x	17%	31%[activator]	x
Cc1cc(OCC(=O)OCC(=O)NC2CCCCC2C)ccc1Cl (configuration not stated)	x	-1%	1%	x	-18%	-27%	x
CCCC1(C(=O)O)NC(c2ccc(OC)cc2O)C2C(=O)N(c3ccc(OC)cc3)C(=O)C21 (configuration not stated)	-6	1%	118%[activator]	11	15µM*	x	5%
CCCOC1CCCN(C(=O)c2ccc(OC)c(OC3CCN(C(C)C)CC3)c2)C1 (configuration not stated)	19*	4%	7%	20	26%	29%	3%
Cc1ccccc1OCC(=O)NNC(=O)c1ccc(-n2cncn2)c([N+](=O)[O-])c1	x	-13%	87%[activator]	x	23%	8%	x
COc1ccc(Cl)cc1NC(=O)CN(C)C(=O)c1ccc2c(c1)CC(c1ccccc1)OC2=O (configuration not stated)	x	-6%	6%	x	u	u	x
COC(=O)c1ccc2nc(C)cc(Nc3ccccc3C)c2c1	1	1%	2%	-6	u	u	-3%
CCc1ccc(-c2cc(C(=O)Nc3ccc(S(=O)(=O)NC(C)=O)cc3)c3ccccc3n2)cc1	6	-4%	-22%	19	u	57%[activator]	1%
COC(=O)c1nc(NC(=O)c2ccc(Cl)cc2)n[nH]1	-3	-3%	-2%	-11	u	-10%	4%

From PubChem BioAssay
